# Source: PubChem
# NPYLR7 agonist: agonists of mosquito NPYLR7 receptor, primary screen, cell-based, Aedes aegypti, calcium fluorescence, mosquito biting behavior; activation, % at 10 µM; actives 0.15% (n = 270,000); HEK293T NPYLR7/Galpha15, GCaMP6s calcium fluorescence; in the data active = activation above about 40%;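 also: 0% = vehicle and 100% = reference agonist at the receptor; some compounds past the cut are filed as inactive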
# hcGAS inh: Primary biochemical luminescence assay for human cyclic GMP-AMP synthase inhibitors; AID 1259398, 2018; Q8N884; inhibition, % at 12.5 µM; recombinant h-cGAS, ATP depletion, Kinase-Glo luminescence; actives 0.081% (n = 290,000);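 also: 0% = vehicle reaction and 100% = reaction without DNA for no activity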
# Target sequence (Q8N884 whole entry, looked up): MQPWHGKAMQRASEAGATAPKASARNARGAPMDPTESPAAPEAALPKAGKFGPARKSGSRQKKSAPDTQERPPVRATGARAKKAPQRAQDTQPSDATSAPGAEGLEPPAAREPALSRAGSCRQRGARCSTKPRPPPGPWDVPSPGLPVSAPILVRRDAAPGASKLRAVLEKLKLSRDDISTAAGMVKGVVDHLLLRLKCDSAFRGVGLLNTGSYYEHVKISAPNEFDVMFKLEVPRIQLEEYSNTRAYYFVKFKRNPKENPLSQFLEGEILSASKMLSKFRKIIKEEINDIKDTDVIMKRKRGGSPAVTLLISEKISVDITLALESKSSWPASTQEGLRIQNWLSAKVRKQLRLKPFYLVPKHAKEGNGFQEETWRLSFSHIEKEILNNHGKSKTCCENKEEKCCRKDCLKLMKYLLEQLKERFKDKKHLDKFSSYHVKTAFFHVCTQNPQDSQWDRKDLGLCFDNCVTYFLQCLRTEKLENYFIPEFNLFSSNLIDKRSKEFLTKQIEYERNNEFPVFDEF
# mcGAS lum: cyclic GMP-AMP synthase inhibitors, mouse, primary biochemical chemiluminescence. Q8C6L5. recombinant cGAS, Kinase-Glo ATP depletion luminescence. inhibition, % at 12.5 µM. actives 0.15% (n = 160,000). AID 1259399, 2018;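 also: 0% = negative control wells and 100% = reference inhibitor with no enzyme activity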
# Numbers without * were called inactive; / = not tested or not shown. Rule as the data show it, unless noted: active = inhibition above about 40%; inactive = the rest.
SMILES,NPYLR7 agonist,hcGAS inh,mcGAS lum
COCCCN(CC(=O)N(Cc1cccn1C)C1CC1)C(=O)Nc1cccc(C)c1C,/,-3.3,-5.4
COC(=O)c1cccc(N2C(=O)/C(=C/c3ccc(-c4ccc(Cl)c(Cl)c4)o3)C=C2c2ccccc2)c1,-1.1,-5.0,-6.8
Cc1ccccc1Cn1c(C)c(C(=O)NCC(C)C)sc1=O,-4.5,0.5,/
Cc1ccc(OCc2nc(C)c(C(=O)OC(C)C(N)=O)s2)cc1 (stereo unspecified),3.9,-8.3,/
COc1ccc(NC(=O)N2CCC3(CC2)SCCN3C(=O)c2ccc(C(C)(C)C)cc2)cc1,0.1,-3.9,-5.5
Cc1ccc(C)c(-c2cc3c4nnc(CCC(=O)NCCc5ccc(Cl)cc5)n4ccn3n2)c1,-2.7,-5.4,-4.0
O=C(CSc1nnnn1-c1ccccc1)NCCc1ccccc1F,12.7,-9.3,/
Cc1ccc([N+](=O)[O-])c(OCC(=O)N(C)Cc2cnn(-c3ccccc3)c2)c1,3.7,2.4,-9.0
COCc1cccc(CNC(=O)N(Cc2ccc(C)o2)C(C)C)c1,7.0,-7.4,/
CC1CN(S(=O)(=O)c2ccc(C(=O)O)cc2)c2ccccc21 (stereo unspecified),5.0,-9.5,/
O=C(NCc1ccco1)OCC(F)(F)F,3.2,0.7,/
Cc1c(CCC(=O)N2CCC(C(N)=O)CC2)c(=O)oc2c(C)c(O)ccc12,-11.5,3.0,0.7
COc1ccc(C(C)NC(=O)N2CCC(C#N)CC2)cc1Br (stereo unspecified),14.2,-6.1,-12.7
CC(C(=O)NC1CCCCCC1)N1CCN(S(=O)(=O)c2ccccc2)CC1 (stereo unspecified),-2.5,-4.4,-6.4
CN(CC(F)F)C1CCN(CCOc2cccc(C(C)(C)C)c2)CC1,-1.7,-6.1,/
COC(=O)c1ccccc1NC(=O)Cn1ncn2nc3c(c2c1=O)CCCC3,14.3,-3.1,-10.1
COCCOC(=O)C1=C(C)N(C)C(=O)NC1c1cc(Br)c(O)c(OC)c1 (stereo unspecified),-0.6,-8.0,/
CCc1nn(CC(=O)NCCC(C)C)c(=O)c2cc3occc3n12,1.5,-5.2,-5.3
O=C(NCC1Cc2cc(F)ccc2O1)Nc1cccc(C(=O)NCC2Cc3cc(F)ccc3O2)c1 (stereo unspecified),15.0,-2.1,-2.8
CCn1ncc(/C=N\NC(=O)COc2cc(C)cc(C)c2)c1C,4.7,-1.4,/
CCC(Oc1ccccc1Cl)C(=O)Nc1nonc1C (stereo unspecified),-21.2,-1.5,/
CCOc1ccc(NC(=O)CCCn2nc(-c3ccco3)ccc2=O)cc1,2.2,-5.6,-6.9
COc1ccccc1NC(=O)c1nnn(Cc2nc(-c3ccc(C)cc3)oc2C)c1C,-0.3,-2.5,-5.6
Cc1cc2nnc(SCC(=O)N(CCC#N)c3ccc(F)cc3)n2c2ccccc12,-4.4,-8.4,/
CC(=O)c1cccc(NC(=O)N2CCC(Cc3ccc4c(c3)OCO4)CC2)c1,2.3,3.4,-4.1

# A run of entries of the results above:
SMILES,NPYLR7 agonist,hcGAS inh,mcGAS lum
COCCCN(CC(=O)N(Cc1cccn1C)C1CC1)C(=O)Nc1cccc(C)c1C,/,-3.3,-5.4
COC(=O)c1cccc(N2C(=O)/C(=C/c3ccc(-c4ccc(Cl)c(Cl)c4)o3)C=C2c2ccccc2)c1,-1.1,-5.0,-6.8
Cc1ccccc1Cn1c(C)c(C(=O)NCC(C)C)sc1=O,-4.5,0.5,/
Cc1ccc(OCc2nc(C)c(C(=O)OC(C)C(N)=O)s2)cc1 (stereo unspecified),3.9,-8.3,/
COc1ccc(NC(=O)N2CCC3(CC2)SCCN3C(=O)c2ccc(C(C)(C)C)cc2)cc1,0.1,-3.9,-5.5
Cc1ccc(C)c(-c2cc3c4nnc(CCC(=O)NCCc5ccc(Cl)cc5)n4ccn3n2)c1,-2.7,-5.4,-4.0
O=C(CSc1nnnn1-c1ccccc1)NCCc1ccccc1F,12.7,-9.3,/
Cc1ccc([N+](=O)[O-])c(OCC(=O)N(C)Cc2cnn(-c3ccccc3)c2)c1,3.7,2.4,-9.0
COCc1cccc(CNC(=O)N(Cc2ccc(C)o2)C(C)C)c1,7.0,-7.4,/
CC1CN(S(=O)(=O)c2ccc(C(=O)O)cc2)c2ccccc21 (stereo unspecified),5.0,-9.5,/
O=C(NCc1ccco1)OCC(F)(F)F,3.2,0.7,/
Cc1c(CCC(=O)N2CCC(C(N)=O)CC2)c(=O)oc2c(C)c(O)ccc12,-11.5,3.0,0.7
COc1ccc(C(C)NC(=O)N2CCC(C#N)CC2)cc1Br (stereo unspecified),14.2,-6.1,-12.7
CC(C(=O)NC1CCCCCC1)N1CCN(S(=O)(=O)c2ccccc2)CC1 (stereo unspecified),-2.5,-4.4,-6.4
CN(CC(F)F)C1CCN(CCOc2cccc(C(C)(C)C)c2)CC1,-1.7,-6.1,/

# (listing goes on)
SMILES,NPYLR7 agonist,hcGAS inh,mcGAS lum
CC(c1ccc(-c2ccc(O)c(-c3ccno3)c2)cc1)N1CCOCC1 (stereo unspecified),17.5,-11.6,/
COCc1ccccc1C(=O)NC1CCSc2ccc(Cl)cc21 (stereo unspecified),0.6,-17.1,/
CCN(CC(C)C#N)C(=O)Nc1ccc(-c2csnn2)cc1 (stereo unspecified),5.5,-5.8,-8.2
O=C1NC(=Nc2ccccc2)c2ccccc21,3.7,-4.6,/
Nc1nc(NC2CC2)cc(N2CCN(Cc3ccc(F)cc3)C(=O)C2)n1,4.0,-8.2,/
COc1ccc(S(=O)(=O)N2CCC3(CCNCC3)C2)cc1F,-0.3,-2.4,/
N#CCOc1ccccc1C=C1C(=O)NC(=S)NC1=O,1.8,-3.1,-4.7
CC(=O)NC(CCS(C)(=O)=O)C(=O)Nc1nc(C)cs1 (stereo unspecified),5.2,-11.9,/
O=C(C1CCCCC1)N1CC(CO)C2(CCNCC2)C1 (stereo unspecified),/,-10.4,-7.8
Cc1ccccc1C1C(=O)CCC1=O,-5.4,-4.2,/
C#CCn1c(=NC(=O)c2ccnn2CC)sc2cc(Cl)ccc21,3.9,-3.3,-6.7
CN1CCN(c2onc(-c3ccc(F)cc3)c2CN(CC2CCCO2)C(=O)c2cccs2)CC1 (stereo unspecified),-2.8,-2.0,-3.7
CC1CC(C)CN(C(=O)Nc2c[nH]c3ccccc23)C1 (stereo unspecified),-1.9,-7.5,-13.3
CCc1cc2c(=O)n(NC(=O)c3cnccn3)cnc2s1,4.9,-3.6,/
CC1CN(C(=O)/C=C/c2ccccc2)c2ccccc2NC1=O (stereo unspecified),3.4,-3.8,/
Cc1ccc(NC(=O)c2cc3n(n2)CCN(Cc2c(F)cccc2Cl)C3=O)cc1,-0.2,-7.7,-3.9
Cc1ccc(C(=O)NCc2ccc(C(=O)N3CCOCC3)cc2)c(C)c1,1.6,-9.9,/
COCCNC1CCS(=O)(=O)C1 (stereo unspecified),16.3,-1.3,-4.0
CCOC(=O)c1cc(-c2ccc(F)cc2)n(C2CCN(C(=O)CCC(=O)OC)CC2)n1,2.7,-6.6,-6.6
CC(=O)Nc1ccc2nc(CN3CCCN(C(=O)C4CCC4)CC3)ccc2c1,-3.2,-1.0,/
CCN(CC)CCOCCOC(=O)N1CCC2(CC1)C(=O)NCN2c1ccccc1,27.1,-4.2,-5.5
COC(=O)/C(=C\Nc1ccc(O)cc1)[N+](=O)[O-],-22.4,-2.0,/
CC(=O)OCCSc1cccc2c(SCCOC(C)=O)cccc12,0.5,-6.9,/
CC1(C(=O)NCCc2ccccc2)CCN1Cc1ccc(-c2ccccn2)cc1 (stereo unspecified),8.2,-9.9,/
Cc1cccc(CCN2CCC3(CC2)OCCCC3O)n1 (stereo unspecified),/,-10.3,-6.4
# (listing goes on)
SMILES,NPYLR7 agonist,hcGAS inh,mcGAS lum
CC(C)c1nnsc1CN1C(=O)NC(C)(C2CCNCC2)C1=O (stereo unspecified),/,3.0,-0.9
CNC(=O)CN1CCN(C(=O)C2CCCN2C2=NS(=O)(=O)c3ccccc32)CC1 (stereo unspecified),3.5,-4.1,/
CCCCOc1ccc(S(=O)(=O)NC(=O)C2(C)CCN2C(=O)Cc2ccccc2)cc1 (stereo unspecified),2.6,-7.2,/
Cc1ccc(O)c(C(=O)OCC(=O)N2CCC(C(=O)Nc3ccccc3)CC2)c1,3.7,-5.8,-10.2
CSc1nc(NCCCCN)c2sc3c(c2n1)CCCC3,-1.8,-5.8,-2.1
C=CCOC1CCCN(C(=O)c2ccccc2Cl)C1 (stereo unspecified),-6.7,-8.3,-7.0
Cc1ccc(NC2CCCN(C(=O)CCC(=O)c3ccccc3)C2)cc1C (stereo unspecified),3.5,-5.9,/
Cc1nn(C)cc1C(C)NC1CCN(c2ccc(C(=O)NC3CCCC3)cc2)CC1 (stereo unspecified),7.3,-4.8,-24.9
COc1cccc(C(=O)N(Cc2nccn2Cc2cccc(C(F)(F)F)c2)CC2CC2)c1,0.7,11.9,-3.9
Cc1cc(F)ccc1S(=O)(=O)NCC(C)N1CCCC(C)C1 (stereo unspecified),8.3,-8.2,/
Cc1ccc(-c2nc(C(=O)NC3CCCC3)cs2)cc1,2.3,-16.7,/
CNS(=O)(=O)c1ccc(CCc2nc(C)nn2-c2ccc(F)cc2)cc1,0.2,-2.6,/
O=C(O)c1ccc(Cl)cc1N=Cc1nc(-c2ccccc2F)oc1O,-6.8,7.2,6.9
CCn1c2ccccc2c2cc(C3C(C#N)=C(C)N=C(C)C3C#N)ccc21 (stereo unspecified),1.3,0.8,/
CC(C)C(C)N(Cc1cc(NC(=O)c2cccs2)ccc1N(C)C)S(=O)(=O)c1cccc(Cl)c1 (stereo unspecified),7.7,-7.0,-3.3
O=C(NCc1nnc(SCC(=O)N2CCc3ccccc32)n1-c1cccc(C(F)(F)F)c1)c1cccs1,10.5,-6.6,-6.3
CC(C)OCCCNc1nc(Nc2ccc3c(c2)OCO3)c2cnn(-c3ccccc3)c2n1,0.8,-10.2,-8.5
Cc1[nH][nH]c(=O)c1CC(=O)NCc1cnn(-c2cccc(F)c2)c1,3.0,-5.2,/
O=C(NCC(c1cccc2ccccc12)N1CCCC1)C(=O)NC1CCCCC1 (stereo unspecified),9.8,-2.1,/
O=C1c2ncccc2[C@H](CCO)[C@@H](CO)N1Cc1ccccc1,2.2,1.4,-6.4
O=C1CC[C@@H](CN(Cc2ccncc2)C(=O)c2cn(Cc3ccccc3F)nn2)N1,2.7,-3.7,/
COc1cc([C@H]2CN(Cc3ccccc3)C[C@@H]2C(=O)N2CCCC(CO)C2)cc(OC)c1OC (stereo partly specified),-0.4,6.1,0.7
COc1ccccc1C(=O)N1CCN(Cc2cccc3nccnc23)CC1,6.9,-8.3,/
CCC(=O)NC1CCCN(Cc2csc(-c3ccccc3F)n2)C1 (stereo unspecified),-4.3,0.9,/
CCCCOC(=O)Nc1nnc(C(C)C)s1,2.6,-5.4,/
# Additional results.
SMILES,NPYLR7 agonist,hcGAS inh,mcGAS lum
CCCCCc1ccc(C(=O)N(CCOC)Cc2cccc(OS(=O)(=O)c3cccc(C(F)(F)F)c3)c2)cc1,9.2,-2.3,-4.4
COc1ccc(NC(=O)CSc2nc3[nH]ncc3c(=O)[nH]2)cc1,-1.1,-4.0,/
CCCCOC(=O)C1=C(C)NC2=C(C(=O)CCC2)C1c1cc(Cl)c(O)c(OC)c1 (stereo unspecified),2.9,-4.8,/
O=C(COc1cccc(Cl)c1)N1CCN(c2nccc(-c3ccc4c(c3)OCO4)n2)CC1,24.7,-6.5,-4.8
CC(=O)Nc1cc(NC(C)=O)cc(C(=O)N2CC(C)CC(C)C2)c1 (stereo unspecified),12.9,-3.9,/
O=C1NC(=O)C(CC(=O)N2CCN(Cc3cc(=O)c(OCc4ccccc4Cl)co3)CC2)N1 (stereo unspecified),21.8,-4.6,-5.3
OCCCn1cnc(-c2ccccc2)c1-c1ccccc1Cn1cccn1,7.4,-1.3,-18.7
O=C(COCc1nc2ccccc2s1)N1CCN(C2CCS(=O)(=O)C2)CC1 (stereo unspecified),7.6,-4.8,/
Cc1cc(=O)n2nc(NC(C)C(=O)NCc3ccco3)sc2n1 (stereo unspecified),3.2,-5.9,-4.8
CCCCNC(=O)N1CCN(c2cc(Cl)nc(SCC(=O)N3CCOCC3)n2)CC1C (stereo unspecified),19.3,-2.7,-5.0
CCNC(=S)N1CCc2cc(OC)c(OC)cc2C1CNC(=O)COC (stereo unspecified),-0.7,-1.6,-2.4
CN(C)C(=O)C1OC(C)(C)OC1C(=O)N(C)C (stereo unspecified),-17.5,5.7,1.0
NC(=O)c1ccccc1OCc1nnsc1Cl,8.7,-8.4,-7.1
Clc1ccccc1OCCn1c2ccccc2c2nc3ccccc3nc21,1.4,-3.9,/
CC1CCc2c(sc3ncnc(OCC(=O)c4ccc(Cl)s4)c23)C1 (stereo unspecified),3.9,-5.0,/
O=C(O)CCCCCCCNc1ccn(OCc2ccccc2)c(=O)n1,7.8,0.3,/
COc1cc(/C=C2\N=C(c3cccc(Cl)c3)OC2=O)ccc1OC(C)=O,-25.5,5.3,-3.2
C=CCN=c1scc(-c2ccco2)n1N=Cc1c[nH]c2ccccc12,-1.7,1.1,2.2
COc1cccc(CN2CC(C(=O)N3CCC(Oc4cccnc4)CC3)CCC2=O)c1 (stereo unspecified),5.9,-2.0,/
CC(O)(CC(=O)O)CC(=O)O,-6.8,-2.8,/
COc1ccc(NC(=O)C2(C)CCN2Cc2ccc3c(c2)OCCO3)cc1OC (stereo unspecified),2.4,-8.1,/
Cc1cc(N2CCNC(=O)CC2)nc(-c2ccccc2)n1,-1.5,-6.6,-10.9
CCOC(=O)C(c1ccc(OC)c(OC)c1)C1C=CC(NS(=O)(=O)c2ccccc2OC(F)(F)F)C1 (stereo unspecified),19.0,-5.7,-5.7
